# Assay outcomes: PubChem, several laboratories
# Arrestin-AP2 inh = inhibitors of human beta-arrestin and AP2 interaction. AID 504490. 340,000 compounds, 0.31% hits. FITC-arrestin peptide / GST-AP2 beads, flow cytometry; AP2 beta2 appendage carries R879A mutation. inhibition, % at 10 µM;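 active = inhibition above a set limit, near 3 SD of compounds lacking own fluorescence, cut at about 54% in these data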;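 also: plate controls were DMSO wells for no effect and 5 µM unlabelled arrestin peptide for full effect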
#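 System: GST-AP2 R879A glutathione beads; medium: PBS, Tween 20 0.05%, BSA 0.1%; reagent: fluorescein-tagged arrestin peptide at 50 nM final; schedule: pre-incubation 12 min, peptide binding 1 h, room temperature; detection: flow cytometry, FL1 (488/535 nm); read-out: inhibition as reduced fluorescein signal on beads, percent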
# Pemphigus Ab inh = blocks pemphigus antibody binding to human desmoglein-3; DSG3-coupled beads, scFv-anti-DSG3-GFP binding, flow cytometry; hits give low values; binding (percent of control), % at 10 µM; 310,000 compounds, 0.48% hits; AID 588358;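 active = binding more than 3 SD below its plate's average and above zero; inconclusive = below that plate limit but binding exactly zero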;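 also: hits lower antibody fragment binding to DSG3; some compounds called inactive have numbers as strong as hits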
# Target sequence (P32926 whole entry, looked up, the tested form may be a part): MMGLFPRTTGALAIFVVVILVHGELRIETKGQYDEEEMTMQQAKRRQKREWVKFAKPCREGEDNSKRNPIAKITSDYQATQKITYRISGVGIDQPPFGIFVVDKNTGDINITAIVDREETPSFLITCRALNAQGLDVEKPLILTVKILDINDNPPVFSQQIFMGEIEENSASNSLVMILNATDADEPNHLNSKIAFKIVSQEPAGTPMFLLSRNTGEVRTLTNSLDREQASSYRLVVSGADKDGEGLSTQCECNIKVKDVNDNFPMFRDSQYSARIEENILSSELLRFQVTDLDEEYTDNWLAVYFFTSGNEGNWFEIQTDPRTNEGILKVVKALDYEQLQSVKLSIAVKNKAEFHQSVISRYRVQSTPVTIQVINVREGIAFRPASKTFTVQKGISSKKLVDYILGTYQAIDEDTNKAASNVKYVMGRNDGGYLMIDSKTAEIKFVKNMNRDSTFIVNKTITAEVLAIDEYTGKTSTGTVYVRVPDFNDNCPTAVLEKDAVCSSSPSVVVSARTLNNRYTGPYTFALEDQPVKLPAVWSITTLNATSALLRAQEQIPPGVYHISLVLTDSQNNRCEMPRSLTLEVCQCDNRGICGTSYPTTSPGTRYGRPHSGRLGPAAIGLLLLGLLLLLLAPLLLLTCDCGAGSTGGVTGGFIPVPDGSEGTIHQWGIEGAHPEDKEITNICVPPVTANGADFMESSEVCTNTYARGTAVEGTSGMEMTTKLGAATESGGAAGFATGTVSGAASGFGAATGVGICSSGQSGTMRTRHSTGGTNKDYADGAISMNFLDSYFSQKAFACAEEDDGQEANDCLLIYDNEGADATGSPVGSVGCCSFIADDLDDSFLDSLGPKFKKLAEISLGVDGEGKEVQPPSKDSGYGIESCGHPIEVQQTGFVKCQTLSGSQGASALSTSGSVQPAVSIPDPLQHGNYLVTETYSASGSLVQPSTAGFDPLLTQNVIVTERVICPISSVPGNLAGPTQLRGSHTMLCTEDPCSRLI
# SUMO Mot1 rescue = inhibitors of SUMOylation pathway: yeast Mot1-301 growth rescue; S. cerevisiae Mot1-301 growth rescue, ATP luminescence, 38.5C; percent above DMSO median, 100 means doubled; growth rescue, % at 18.8 µM; 320,000 compounds, 1% hits; AID 2716;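 active = every valid replicate shows activation above 250% relative to neutral control wells; inactive = the rest, any valid replicate at or below 250%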;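 also: OY570 slx delta 5 strain wells were the positive control but not used for scaling; some compounds called inactive have numbers as strong as hits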
# dFosB activator = enhances mouse delta FosB homodimer DNA binding. P13346. purified delta FosB, TAMRA-CDK5 oligo fluorescence polarization; percent of positive-control signal above neutral wells. activation, % at 25 µM. 340,000 compounds, 0.99% hits;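 active = mean activation above about 17%, with every replicate also reaching it, limit read from the data, passing the limit was not always enough; inconclusive = only one of the two conditions met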;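 also: fluorescence polarization rise as delta FosB binds a TAMRA Cdk5 AP-1 oligo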
# MITF act = MITF TRPM1 promoter activation in melanoma cells | SK-MEL-5 TRPM1-promoter luciferase, 24 h; % of positive control, neutral wells = 0 | activation, % at 12.5 µM | 300,000 compounds, 0.75% hits;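 active = mean activation of at least 80% with every replicate also reaching 80%; inconclusive = mean reaches 80% but some replicate falls short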;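 also: 0% = neutral control wells and 100% = parthenolide positive control wells; values of inactives mirror those of a sister screen read the other way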
# SR-BI DiI inh = mouse SR-BI HDL lipid transfer inhibition | ldlA[mSR-BI] CHO cells, DiI-HDL uptake fluorescence, 3 h | inhibition, % at 12.5 µM | 320,000 compounds, 0.96% hits | AID 488896;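 active = mean replicate inhibition of at least 70% and a set share of replicates each scoring 70 or more; inconclusive = meets just one of the two criteria; inactive = fails both criteria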;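 also: 0% = median of neutral control wells and 100% = median of positive control wells; values of inactives mirror those of a sister screen read the other way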
# PKA-R2B activ = activators of human PKA-R2B complex; 340,000 compounds, 0.079% hits; PKA-R2B holoenzyme dissociation, Cy5-IP20 fluorescence polarization; R2B truncated from residue 108, S112A mutant; 0% DMSO only, 100% 113 µM cGMP; AID 504700; activation, % at 11.4 µM; P22694+P31323;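 active = activation above a cutoff set at the mean over all compounds plus 3 SD, cut at about 18% in these data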;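 also: higher means more holoenzyme dissociation and a rise in polarization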
# NSD2 inh = NSD2 (human) methyltransferase inhibition | inhibition, % at 12.5 µM | NSD2 peptide methylation, AlphaScreen, 120 min | 310,000 compounds, 0.54% hits | O96028; in the data active = inhibition above about 50%
# CDK5 inh = blocks human CDK5/p35 kinase activity. Q00535+Q15078. Recombinant CDK5/p35, ADP-Glo luminescence, 60 min. inhibition, % at 10 µM. 330,000 compounds, 0.01% hits. AID 488839;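 active = highest replicate inhibition of at least 50% and at least 75% of replicates reaching 50%; inconclusive = only one of the two criteria met; inactive = both criteria failed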;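 also: plate controls were DMSO neutral control for no effect and GW8510 at 10 µM for full effect; many of its hits are not listed in these tables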
# SR-BI uptake up = activators of SR-BI mediated HDL lipid uptake | 320,000 compounds, 0.096% hits | activation, % at 12.5 µM | CHO ldlA[mSR-BI] cells, DiI-HDL uptake fluorescence, 3 h; 100 = double the neutral-control signal;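 active = mean replicate activation of at least 60% and every replicate at or above 60%; inconclusive = mean or all-replicate condition met, but not both; inactive = mean below 60% and not all replicates reaching 60%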;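 also: 0% = median plate neutral-control signal and 100% = twice that signal; values of inactives mirror those of a sister screen read the other way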
#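 Assay system: CHO ldlA[mSR-BI] cells, LDL receptor-null, SR-BI overexpressing; medium: Ham's F12 with 0.5% BSA, HEPES 25 mM, pH 7.4; also added: DiI-HDL 10 µg/mL; timing: 3 h uptake period with compound, 37 °C; signal: DiI fluorescence, bottom read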
# PKA-R1A activ = PKA-R1A complex activation. P00514+P68181. PKA-R1A dissociation, Cy5-IP20 fluorescence polarization; scaled: DMSO 0%, 113 µM cGMP 100%. activation, % at 11.4 µM. 340,000 compounds, 0.083% hits;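 active = percent activation above the mean of all tested compounds plus 3 SD, cut at about 19% in these data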;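 also: higher means more PKAc released from R1A so a rise in polarization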
# * marks the source's active call; other numbers are inactive results; i = inactive; ? = inconclusive; . = no result given.
SMILES,Arrestin-AP2 inh,Pemphigus Ab inh,SUMO Mot1 rescue,dFosB activator,MITF act,SR-BI DiI inh,PKA-R2B activ,NSD2 inh,CDK5 inh,SR-BI uptake up,PKA-R1A activ
C=CCC[C@H](Cc1ccc(F)cc1)C(=O)OC[C@H](Cc1c[nH]c2ccccc12)NC(=O)[C@@H](CC=C)CC(=O)N(CCO)Cc1ccccc1,1,106,-2,8,-19,-2,0,.,1.4,-2,-6
Cc1cc(C)cc(NC(=S)N2CCC(NC(=O)C3CCCCC3)CC2)c1,17,.,5,-6,-14,.,6,-2,-1.0,.,-8
O=C(CCN1C(=O)/C(=C/c2cccs2)SC1=S)Nc1ccccc1O,8,112,-13,21*,-9,.,8,1,-1.1,.,0
O=C(NCCCN1CCOCC1)c1csc2c1CCCC2,7,77,-4,-2,-9,0,-5,-3,-0.2,0,-10
COc1ccc(NC(=S)NCCC2=CCCCC2)cc1OC,-6,98,-1,-8,-6,15,0,2,0.2,-15,-4
Cn1c(=O)c2[nH]c(N=NNc3ccccc3F)nc2n(C)c1=O,40,.,8,-2,.,-15,4,1,1.2,15,-1
Cn1c(-c2cnn(-c3ccccc3)c2-n2cccc2)n[nH]c1=S,-35,97,.,2,7,6,-3,-6,-2.3,-6,-1
CN(Cc1ccc(Br)cc1)CC(O)COc1cccc(Br)c1 (configuration not stated),0,.,1,-3,5,-23,-4,3,0.1,23,-11
Cc1ccc2[nH]c(CN3CCN(C)C(CCO)C3)c(C)c2c1 (configuration not stated),3,116,4,0,.,.,1,3,-0.5,.,7
COc1ccc(C(=O)NC2CC3CCCC(C2)N3Cc2ccccc2)c(OC)c1 (configuration not stated),19,114,29,-8,-2,8,-5,8,-1.4,-8,13
CCCS(=O)(=O)n1nc(-c2ccc(OC)cc2)cc1N,-4,101,24,1,13,-2,1,.,0.0,2,-3
O=C(Nc1ccc(O)c2c(=O)cc(-c3ccccc3Cl)oc12)c1cccc(Cl)c1,11,108,0,-1,-5,39,-5,.,6.3,-39,-5
COC(=O)c1sc(S(=O)(=O)N2CCCCC2C)c(C(=O)OC)c1C (configuration not stated),5,.,-4,0,-7,-2,10,-5,0.9,2,-10
O=C(Cc1cccc2ccccc12)N/N=C/c1ccc(O)c([N+](=O)[O-])c1,29,103,5,1,2,0,3,4,1.0,0,-1
CN(C)c1ccc(NC2=C([N+](=O)[O-])CS(=O)(=O)C2)cc1,22,103,-18,1,-5,4,13,.,-2.6,-4,-8
CCOCC(=O)N1CCN(c2ccccc2OC)CC1,-8,100,4,0,-8,-5,-1,0,1.3,5,-15
Cc1ccc(C)c(Cn2c(=O)n(C)c(=O)c3sccc32)c1,11,121,-11,0,.,14,1,-2,-0.4,-14,11
CC1(C)Cc2cccc(OCC(=O)N3CCN(c4cccc(Cl)c4)CC3)c2O1,-13,102,.,-17,10,59,-2,1,-0.7,-59,-3
C=C[C@@H]1c2ccccc2N(S(=O)(=O)c2ccc(C)cc2)[C@H](c2ccccc2C(F)(F)F)C1(C#N)C#N,-4,105,-3,5,-25,-17,-7,.,-0.1,17,-8
O=c1[nH]cnc2ccccc12,5,97,132,2,.,11,i,.,1.4,-11,i
COc1ccc(N(CC(=O)O)S(=O)(=O)c2ccc(OC)c(OC)c2)cc1,-4,98,5,6,-6,-22,14,0,0.6,22,1
CN(C(=O)Cn1nnc(-c2ccc(F)cc2)n1)C1CCS(=O)(=O)C1 (configuration not stated),44,103,11,3,6,-15,-2,0,0.7,15,3
CCN1C(=O)/C(=C\N2CCCCCC2)SC1=S,-4,110,-37,4,76,-7,9,6,2.7,7,-12
CCOc1ccc(/C=N/NC(=O)CNC(=O)c2ccc(S(=O)(=O)N3CCOCC3)cc2)cc1,4,103,-22,-10,-12,24,11,0,-2.5,-24,-6
CCOc1ccc(NC(=O)CN(C)C(=O)c2ccc(N3CCOCC3)c([N+](=O)[O-])c2)cc1OCC,6,.,-5,-2,7,51,0,1,1.3,-51,6
CC(C)(C)NC(=O)c1cc(F)c(F)cc1Cl,18,105,-1,7,1,-13,-7,20,-0.2,13,4
COc1ccc(/C(C)=N/NS(=O)(=O)c2cc(C)ccc2C)c(OC)c1,19,101,334,-3,-2,-3,7,-1,-0.6,3,5
COCCNCc1nc2sc(C)c(-c3ccccc3)c2c(=O)[nH]1,17,89,-9,-2,-4,-2,-9,18,1.5,2,-9
Oc1csc(Cc2nc(-c3ccc4ccccc4c3)cs2)n1,3,93,13,-5,.,?,-10,-2,-1.2,-70,-2
C=CCNC(=S)/N=c1\sccn1C,27,.,92,1,-1,-6,-7,-6,0.6,6,-2
Cc1c(NC(=O)CSc2cccc3cccnc23)c(=O)n(-c2ccccc2)n1C,-10,100,-13,-4,.,-9,5,15,1.0,9,3
O=C(/C=C/c1ccccc1)Nc1cc(S(=O)(=O)N2CCOCC2)ccc1N1CCCC1,24,.,-15,1,-10,9,-5,0,-0.3,-9,-10
CCCN1CCOC(CC(=O)Nc2ccc([N+](=O)[O-])cc2)C1=O (configuration not stated),-30,97,-9,-2,-9,5,0,-5,-1.1,-5,2
CN1CCCCC1CCN1c2ccccc2Sc2ccc(S(C)=O)cc21 (configuration not stated),-3,114,-18,-5,1,-14,4,.,1.3,14,2
CC1(C)CC(=O)C2=C(C1)Nc1ccccc1NC2,15,114,7,-2,10,-23,-16,14,0.6,23,-11
Nc1c2c(nc3sc4c(c13)CCCCC4)CCCCC2,2,121,-13,8,20,5,2,-1,0.3,-5,-6
Cc1ccoc1C(=O)N1CCCC(CO)(Cc2ccc(F)cc2)C1 (configuration not stated),8,119,11,-17,0,-35,-5,0,-2.4,35,-10
O=C(NCc1nnc2c(C(F)(F)F)cc(Cl)cn12)c1ccc(Br)o1,-4,94,12,-12,1,-7,8,.,0.8,7,-13
C/C=C/C=N/Nc1nc(-c2ccc([N+](=O)[O-])cc2)cs1,-5,101,11,-2,17,34,-8,1,-11,-34,0
COc1ccc(/C=N/NC(=O)c2c([N+](=O)[O-])c(C)nn2C)cc1,4,95,-14,-10,-10,0,10,-1,-0.7,0,-3
COc1cccc(Nc2nc3ccc(OC)cc3s2)c1,-5,118,11,-9,115*,34,-5,1,0.0,-34,2
C=CCNc1nc(C(=O)OCC(=O)Nc2cc(S(C)(=O)=O)ccc2Cl)cs1,6,108,-7,4,-24,3,-5,-1,1.3,-3,-1
COc1ccc2c(CC(=O)Nc3nnc(C4CC4)s3)coc2c1,18,92,-4,-1,-10,-9,-4,0,0.0,9,-1
O=C(N/N=C/c1ccco1)c1ccccn1,-5,107,8,0,37,-11,0,-1,2.9,11,-3
Cc1cc(NC(=O)c2cc(C(C)(C)C)oc2C)no1,7,.,16,0,.,-6,-3,2,1.7,6,0
O=C(NCc1cccc(Cl)c1)C1CCN(S(=O)(=O)c2ccc(F)cc2)CC1,6,.,0,-13,1,7,-2,-1,1.2,-7,-5
CCN(CC)S(=O)(=O)c1ccc(NC(=O)c2ccc(NS(C)(=O)=O)cc2)cc1,-4,101,3,-7,1,9,-5,-3,-0.7,-9,0
COc1cc(NC(=O)CN(c2ccc(C)cc2)S(=O)(=O)c2c(C)noc2C)cc(OC)c1,-1,111,-2,-16,-4,23,-7,-2,-0.8,-23,-7
CCC(=O)NC(=S)Nc1ccccc1C(=O)NC1CCCCC1,-1,105,-14,1,-1,-10,1,-2,-0.4,10,-3
CNC(=O)c1ccc2c(c1)nnn2C,2,96,-3,-4,-14,1,-1,-1,1.2,-1,-4
Cc1ccc(C(=O)/C=C2/NC(=O)CS2)cc1,0,98,32,-2,45,1,-10,-2,-0.4,-1,-5
COc1cc2c(cc1OC)/C(=C/C(=O)c1ccc(NC(C)=O)cc1)NCC2,-2,109,-11,-12,3,20,-3,5,2.2,-20,4
COc1ccccc1N(C)S(=O)(=O)c1ccc(C(=O)OCC(=O)NCc2ccco2)cc1,2,100,-4,-1,-3,2,-3,-1,0.3,-2,-6
CNC(=O)Cn1ncc2c(C)n(Cc3ccc(C)cc3)c(C)c2c1=O,2,104,164,8,0,.,9,2,1.7,.,2
O=C(Nc1nccs1)c1ccc(N2C(=O)C3CCCCC3C2=O)cc1 (configuration not stated),-23,100,-14,-5,9,31,-1,.,0.1,-31,-16
O=c1c2ccccc2sc2nc(C3CCCCC3)n(Cc3ccco3)c(=O)c12,4,113,.,-11,.,-7,-5,1,0.1,7,-6
CC(C)(C)c1cc(CN(CCO)CCO)cc(C(C)(C)C)c1O,-7,97,34,2,-1,-50,-17,0,-0.8,50,-13
CCc1ccc(Nc2ccc(C(=O)O)cc2[N+](=O)[O-])cc1,9,93,-4,1,12,-16,-3,25,-0.5,16,-2
O=C(c1cc2c(s1)CCCC2)N1CCN(C(=O)C2CCCO2)CC1 (configuration not stated),8,98,2,-4,-2,-2,8,0,-0.1,2,8
CC[C@@H]1C=C(C(=O)O)[C@H](c2ccc(Br)cc2)N1S(=O)(=O)c1ccc(C)cc1,-8,96,.,-2,4,4,-6,.,-1.5,-4,-8

# (cont.)
SMILES,Arrestin-AP2 inh,Pemphigus Ab inh,SUMO Mot1 rescue,dFosB activator,MITF act,SR-BI DiI inh,PKA-R2B activ,NSD2 inh,CDK5 inh,SR-BI uptake up,PKA-R1A activ
C#Cc1ccc([C@@H]2C=C(C(=O)N3CCN(Cc4ccccc4)CC3)O[C@H](OCCCCO)C2)cc1,11,100,4,1,-47,2,-10,.,-1.0,-2,6
COc1cccc(NS(=O)(=O)c2csc(C(N)=O)c2)c1,11,91,-16,-6,0,-5,3,-2,0.9,5,-5
O=c1c(-c2n[nH]c(=S)n2-c2ccccc2)cccn1Cc1cccc(Cl)c1,-10,.,20,-5,20,13,4,.,0.7,-13,-6
O=S(=O)(NCCc1cn2ccccc2n1)c1ccc(-c2ccccc2)cc1,-8,115,4,-14,1,-11,6,.,-0.2,11,-3
Cc1cccc(NC(=O)c2ccc(COc3ccccc3[N+](=O)[O-])o2)n1,18,90,10,-8,6,-10,1,1,1.0,10,5
COc1ccccc1CNC(=O)COC(=O)c1ccccn1,-5,102,11,2,1,-17,-1,1,-1.6,17,3
